Compound activity as filed in PubChem BioAssay.
SENP6 inh – blocks the human protease SENP6. inhibition, % at 10 µM. 330,000 compounds, 1.8% hits. Recombinant SENP6 catalytic domain, aminoluciferin luminescence. Q9GZR1;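 active = inhibition above about 50% at the single tested dose, limit read from the data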;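 also: plate controls were DMSO wells with enzyme for no effect and DMSO wells lacking enzyme for full effect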
Target sequence (Q9GZR1 628-1112 limits assumed): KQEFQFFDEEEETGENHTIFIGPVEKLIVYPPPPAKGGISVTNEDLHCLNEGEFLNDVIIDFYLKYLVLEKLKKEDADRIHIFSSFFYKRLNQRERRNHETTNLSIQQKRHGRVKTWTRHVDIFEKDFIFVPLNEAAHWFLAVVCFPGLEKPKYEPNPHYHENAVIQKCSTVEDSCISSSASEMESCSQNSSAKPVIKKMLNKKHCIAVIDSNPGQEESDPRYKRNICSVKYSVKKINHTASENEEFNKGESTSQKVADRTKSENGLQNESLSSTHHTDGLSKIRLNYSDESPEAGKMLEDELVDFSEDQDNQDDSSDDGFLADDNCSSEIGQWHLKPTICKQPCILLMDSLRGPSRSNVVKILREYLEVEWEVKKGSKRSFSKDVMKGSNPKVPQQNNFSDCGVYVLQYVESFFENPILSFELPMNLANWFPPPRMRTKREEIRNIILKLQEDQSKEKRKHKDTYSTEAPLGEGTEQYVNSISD
SENP7 inh – blocks the human protease SENP7; Q9BQF6; recombinant SENP7, Z-RLRGG-aminoluciferin luminescence, 40 min; inhibition, % at 5 µM; AID 434973; 330,000 compounds, 1.5% hits;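 active = inhibition above about 50% at the single test dose, limit read from the data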;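 also: plate controls were DMSO with enzyme for no effect and no enzyme buffer wells for full effect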
SENP8 block – SENP8 (human) protease inhibition | Q96LD8 | recombinant SENP8, Nedd8 substrate fluorescence | inhibition, % at 20 µM | 360,000 compounds, 0.64% hits; in the data active = inhibition mostly above about 40%, no sharp cut-off; inactive = mostly below about 27%
Target sequence (Q96LD8 whole entry, looked up): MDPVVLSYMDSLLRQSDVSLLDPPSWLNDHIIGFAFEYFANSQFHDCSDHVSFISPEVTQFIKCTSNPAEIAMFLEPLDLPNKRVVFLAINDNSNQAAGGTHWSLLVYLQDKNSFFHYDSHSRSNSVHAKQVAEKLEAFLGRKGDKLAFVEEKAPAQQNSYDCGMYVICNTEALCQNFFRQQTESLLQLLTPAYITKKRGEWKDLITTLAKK
ATG4B inhibitor – inhibitors of human ATG4B cysteine protease | inhibition, % at 8.33 µM | ATG4B cleavage of LC3-PLA2, NBD-HPC fluorescence, 1 h | AID 504462 | 340,000 compounds, 0.51% hits; in the data active = inhibition above about 40%
Target sequence (Q9Y4P1 whole entry, looked up): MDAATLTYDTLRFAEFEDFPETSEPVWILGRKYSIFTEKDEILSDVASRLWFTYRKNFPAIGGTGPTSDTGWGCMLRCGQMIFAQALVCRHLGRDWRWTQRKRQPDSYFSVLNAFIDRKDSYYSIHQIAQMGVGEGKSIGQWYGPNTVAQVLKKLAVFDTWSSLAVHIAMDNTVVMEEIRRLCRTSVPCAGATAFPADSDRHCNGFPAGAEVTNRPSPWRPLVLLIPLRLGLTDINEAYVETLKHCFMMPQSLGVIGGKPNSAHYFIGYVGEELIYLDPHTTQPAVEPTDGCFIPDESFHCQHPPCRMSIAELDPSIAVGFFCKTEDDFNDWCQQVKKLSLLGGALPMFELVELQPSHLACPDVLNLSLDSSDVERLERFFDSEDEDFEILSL
MPTP block – blocks calcium-induced mitochondrial swelling; isolated mouse mitochondria, Ca2+ swelling absorbance, 30 min; inhibition, % at 10 µM; 360,000 compounds, 1.4% hits;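 active = inhibition of 50% or more, scaled per plate between neutral and stimulator controls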;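 also: 0% = DMSO wells given calcium and 100% = 1 mM EGTA wells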
GRIN3A LBD mod – modulators (binders) of human NR3A ligand-binding domain. 340,000 compounds, 2.5% hits. Tm shift relative to glycine control, % at 25 µM. NR3A LBD differential scanning fluorimetry, Tm shift; 0% = protein alone, 100% = glycine-bound protein;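 active = melting temperature shift of at least 10% of the positive control shift, at one fixed dose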
HKDC1 inhibitor – blocks human hexokinase HKDC1 activity; recombinant HKDC1, G6PDH/diaphorase resazurin coupled fluorescence; inhibition, % at 20 µM; 340,000 compounds, 0.16% hits;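 active = inhibition above about 35% when tested at 20 µM, limit read from the data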;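 also: plate controls were DMSO wells with enzyme for no effect and DMSO wells lacking enzyme for full effect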
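Assay system: recombinant HKDC1 hexokinase; detection: coupled resazurin fluorescence, excitation 525 nm, emission 613 nm; benchmarks: DMSO-plus-enzyme-mix negative control, buffer-substituted positive control; compound dosing: single 20 µM dose; schedule: 90 min at room temperature in dark; also added: glucose plus 1 mM ATP as hexokinase substrates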
PfGluPho inh – PfG6PD (Plasmodium falciparum) enzyme inhibition. 350,000 compounds, 0.78% hits. PfGluPho enzyme, NADPH resazurin-diaphorase fluorescence. inhibition, % at 20 µM;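 active = inhibition reaching at least a set limit at 20 µM in the primary screen, cut at about 59% in these data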;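 also: 0% = DMSO wells with substrate and 100% = DMSO wells lacking glucose-6-phosphate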
An asterisk follows results filed as active; · = no result given.

mol,SENP6 inh,SENP7 inh,SENP8 block,ATG4B inhibitor,MPTP block,GRIN3A LBD mod,HKDC1 inhibitor,PfGluPho inh
O=S(=O)(NC1C2CC3CC(C2)CC1C3)c1ccc(F)cc1 (stereo unspecified),33,5,7,-3,0.1,0,-2,7
COc1ccc(C)cc1S(=O)(=O)N(CC(=O)NCc1ccc(Cl)cc1)Cc1ccccc1,6,-5,18,-6,-1.9,-6,12,5
Cc1ccc2nc(C3CCN(S(=O)(=O)c4ccc5ccccc5c4)CC3)[nH]c2c1,7,-4,12,-6,9.3,-4,-4,20
CC1CCc2c(c3ccccc3[nH]c2=O)O1 (stereo unspecified),-1,4,20,9,2.2,-1,11,1
CCOC(=O)NC(Nc1cc(C)ccn1)(C(F)(F)F)C(F)(F)F,-3,-8,-18,3,0.4,2,-2,-7
NC(=S)C(c1ccccc1)c1ncc(C(F)(F)F)cc1Cl (stereo unspecified),-1,8,6,8,-0.3,1,1,-10
Cc1cccc(C)c1NC(=O)CN(C)C(=O)C1CC1C (stereo unspecified),-3,3,5,-4,0.3,0,-2,-1
CCc1oc2ccccc2c1C(=O)c1cc(Br)c(O)c(Br)c1,-5,2,-86,96*,44,-13,3,-26
COc1cc(C(=O)N2CCc3ccccc32)c([N+](=O)[O-])cc1OC,2,-16,1,-1,-0.2,-1,3,5
CCc1ccccc1NC(=O)CSc1nc2ccccc2n1CC(=O)N(C)C,·,·,8,-13,-0.2,-1,-8,-8
COc1ccc(C2=C3C(=O)OCC3Cc3ncn(Cc4ccccc4)c32)cc1 (stereo unspecified),-12,4,-9,-4,2.4,1,-4,13
O=C(c1ccc(F)cc1)c1c[nH]c(C(=O)NCc2cccnc2)c1,-10,-8,3,-3,0.8,-1,-12,-54
Cc1ccc(C(=O)Oc2cccc(NC(=O)c3ccco3)c2)cc1S(=O)(=O)N1CCC(C)CC1,11,3,19,24,5.1,4,1,3
CCc1cccc2sc(N(CCCN3CCOCC3)C(=O)CS(=O)(=O)c3ccccc3)nc12,2,1,-9,-7,-0.3,-9,1,18
Cc1c(Cl)cccc1NC(=O)CCCn1cnc([N+](=O)[O-])n1,-11,5,25,-5,1.3,-3,-4,4
Nc1ccc(N2CCOCC2)c(Cl)c1,2,7,21,6,0.9,1,3,-2
O=C(Cc1ccccc1)Nc1cccc(NC(=O)c2cccs2)c1,14,9,6,-14,3.0,-4,4,0
COC(=O)CNC(=O)C(C)(C)Oc1ccc(Cl)cc1,-2,9,19,1,-1.3,2,-2,-17
CCN(C(=O)COC(=O)COc1ccc(Cl)c(C)c1)C1CCS(=O)(=O)C1 (stereo unspecified),-3,1,11,-16,-1.5,0,2,-6
COc1cccc(NC(=S)NC(=O)/C=C/c2ccco2)c1,9,-7,5,7,2.0,-7,11,-4
O=S(=O)(c1ccccc1)N(CC1CO1)c1ccccc1 (stereo unspecified),-19,0,5,8,-4.4,0,-7,12
Cc1nc(Nc2ccccc2C(F)(F)F)sc1C(=O)N(C)C,-27,-4,3,-9,-1.4,-2,-4,12
COc1cc(C(=O)OCC(=O)Nc2ccc(S(=O)(=O)N3CCCC3)cc2)cc(OC)c1OC,7,8,17,1,-0.9,-4,-3,0
CSCC(=O)N1CCCC(CNC(=O)c2ccccc2Cl)C1 (stereo unspecified),3,1,22,7,-0.8,-3,8,3
COc1cc(C)ccc1OCC(=O)OCC(=O)NCC1CCCCC1,-15,5,5,-12,-0.1,1,-4,3
Cn1c(SCc2cccnc2)nc2c(c1=O)SCC2,-7,4,5,0,0.3,1,-6,7
Cc1cc(Cc2ccc(N)c(C)c2)ccc1N,12,2,14,0,1.3,-2,-5,20
CCn1c(SCC(=O)c2ccc(O)c(O)c2)nnc1-c1ccc(C)cc1,-14,12,32,-6,-0.5,1,-15,-53
Cc1cc(C)nc(Oc2ccc(Br)cc2)n1,9,0,20,-3,1.1,1,-5,-6
CCCN(CCC)CCCNC(=O)C1c2cc(OC)c(OC)cc2C(=O)N(C)C1c1cccs1 (stereo unspecified),-14,1,26,-2,0.7,1,-1,11
O=[N+]([O-])c1ccccc1S(=O)(=O)Nc1nc2ccccc2s1,3,1,-2,-11,0.6,-14,-1,-20
CCOC(=O)c1ccc(NC(=O)CN2C(=O)NC3(CCCCCCC3)C2=O)cc1,-2,-7,14,-9,-0.4,3,1,5
CC(=O)c1ccc(OCCCC(=O)Nc2cccc(S(=O)(=O)N3CCCCC3)c2)cc1,-10,-6,12,-12,1.9,-5,0,12
CC(=O)NC(CCCN1C(=O)c2ccccc2C1=O)c1nnn(C)n1 (stereo unspecified),-8,2,24,8,-2.0,-1,16,-7
CN1C(C(=O)Nc2cccc(O)c2)=CC(c2cccs2)=NS1(=O)=O,-13,-5,-227,-11,1.6,-5,0,-2
N#Cc1ccc(C2=CC(=O)C[C@H](c3ccc(F)cc3)C2)cc1,-21,-11,15,-1,1.1,2,-2,25
CC(C(=O)NCCc1nc2ccccc2[nH]1)n1cc([N+](=O)[O-])cn1 (stereo unspecified),3,11,0,-11,-2.9,-1,-5,-6
CC(C)CC(CO)N1CCN(C(=O)c2ccc(Cl)c(Cl)c2)CCC1=O (stereo unspecified),-18,-4,20,6,-0.6,1,-5,-1
CCN(CCCNC(=O)COc1cc(=O)n(CC)c2ccccc12)Cc1ccccc1,3,-3,8,-6,2.6,0,-1,-5
Cc1nc(CN(C)C(=O)C2CCC(=O)N(CCc3cccc(F)c3)C2)cs1 (stereo unspecified),-7,-3,9,-2,2.6,1,-4,11

(next part)
Letter code – A = SENP6 inh; B = SENP7 inh; C = SENP8 block; D = ATG4B inhibitor; E = MPTP block; F = GRIN3A LBD mod; G = HKDC1 inhibitor; H = PfGluPho inh
canonical_smiles: C#CCOc1ccc(Cl)cc1/C=C1/C(=O)ON=C1C
  A: 0; B: 3; C: 28; D: 4; E: 0.4; F: -1; G: 6; H: 22
canonical_smiles: Cc1ccc(-n2c(=O)[nH]cc(C(=O)Nc3ccc4c(c3)OCO4)c2=O)cc1C
  A: 9; B: 4; C: -8; D: -3; E: 1.0; F: 0; G: -5; H: -3
canonical_smiles: Clc1ccc(Cc2nc(-c3ccncc3)no2)cc1
  A: -7; B: -5; C: 11; D: -20; E: 1.6; F: 3; G: -8; H: -9
canonical_smiles: CC(=O)c1sc(NC(=O)CS(=O)(=O)c2ccccc2)nc1-c1ccccc1
  A: 1; B: -3; C: 13; D: -8; E: 0.7; F: -1; G: -2; H: -8
canonical_smiles: O=C(CSc1nc2ccsc2c(=O)n1NC(=O)c1ccccc1)Nc1nccs1
  A: 14; B: 7; C: 19; D: 8; E: 0.3; F: -2; G: 9; H: -32
canonical_smiles: Cc1nnsc1C(=O)Nc1cccc(Cl)c1Cl
  A: 0; B: 9; C: 3; D: -2; E: 0.6; F: 1; G: -4; H: -9
canonical_smiles: COc1ccccc1NC(=O)c1cnc2c(-c3ccccc3)c(C)nn2c1C
  A: -5; B: 1; C: 0; D: -8; E: 2.2; F: -2; G: -7; H: -3
canonical_smiles: N/C(Cc1ccc([N+](=O)[O-])cc1)=N\OC(=O)C1CCCCC1
  A: 7; B: 4; C: 13; D: -10; E: 0.9; F: -2; G: -2; H: 0
canonical_smiles: Cn1c(=O)n(C)c2cc(NC(=O)COc3ccc(Cl)cc3)ccc21
  A: -4; B: -6; C: 8; D: -3; E: 5.8; F: -2; G: 1; H: 6
canonical_smiles: CCOC(=O)/C=c1\sc2n(c1=O)CCN=2
  A: -4; B: -5; C: 6; D: -1; E: 0.7; F: -1; G: -5; H: -2

Complete entries as entered above.
COc1cccc(NC(=S)NC(=O)/C=C/c2ccco2)c1 in the list: SENP6 inh = 9; SENP7 inh = -7; SENP8 block = 5; ATG4B inhibitor = 7; MPTP block = 2.0; GRIN3A LBD mod = -7; HKDC1 inhibitor = 11; PfGluPho inh = -4
COc1cc(C)ccc1OCC(=O)OCC(=O)NCC1CCCCC1 in the list: SENP6 inh = -15; SENP7 inh = 5; SENP8 block = 5; ATG4B inhibitor = -12; MPTP block = -0.1; GRIN3A LBD mod = 1; HKDC1 inhibitor = -4; PfGluPho inh = 3

Following part
Letter code – A = SENP6 inh; B = SENP7 inh; C = SENP8 block; D = ATG4B inhibitor; E = MPTP block; F = GRIN3A LBD mod; G = HKDC1 inhibitor; H = PfGluPho inh
canonical_smiles: Cc1ccccc1-c1noc(C(C)NC(=O)c2ccco2)n1 (stereo unspecified)
  A: -5; B: 6; C: -3; D: -1; E: -0.4; F: -1; G: -5; H: 0
canonical_smiles: CCc1cc(SC#N)ccc1N
  A: -19; B: -7; C: 13; D: -1; E: -0.3; F: 0; G: -2; H: 4
canonical_smiles: CCOc1ccc(S(=O)(=O)N2CCCCC2)cc1NC(=O)CN1C(=O)NC(C)(c2ccc(C)cc2)C1=O (stereo unspecified)
  A: -3; B: -1; C: -34; D: -3; E: 0.5; F: -4; G: 8; H: 12
canonical_smiles: Cc1ccc(SCc2cc(=O)[nH]c(/N=C(\N)Nc3cccc4ccccc34)n2)cc1
  A: -6; B: 3; C: 8; D: -2; E: 3.9; F: -2; G: -10; H: -5
canonical_smiles: O=C(c1cc(-c2ccco2)on1)N1CCN(c2ccccc2)CC1
  A: 4; B: -1; C: 16; D: -6; E: -0.9; F: -2; G: 6; H: 20
canonical_smiles: Cc1ccc(Cn2nnc3c(=O)[nH]c(C4CCN(C(=O)Cc5cccs5)CC4)nc32)cc1
  A: 6; B: 7; C: 21; D: 2; E: -1.9; F: -6; G: 4; H: -13
canonical_smiles: CCC(=O)N/N=C(\C)CC(=O)Nc1ccc2c(c1)OCCO2
  A: -7; B: 2; C: 14; D: -16; E: -1.0; F: 1; G: -10; H: -2
canonical_smiles: CC(C)C(NC(=O)C1CCCCC1)C(=O)Nc1ccncc1 (stereo unspecified)
  A: -2; B: -6; C: 27; D: 0; E: -1.6; F: 2; G: -2; H: 10
canonical_smiles: Cc1cnc(NC2=NCCC2)s1
  A: 4; B: -6; C: 5; D: 0; E: -1.0; F: 0; G: -7; H: -7
canonical_smiles: Cc1ccccc1N1CCN(S(=O)(=O)c2nnc(NC(=O)c3ccc(F)cc3)s2)CC1
  A: -4; B: -9; C: -173; D: 10; E: 23; F: 8; G: -4; H: -6

Among those listed so far, ten contain four or more nitrogen atoms:
Letter code – A = SENP6 inh; B = SENP7 inh; C = SENP8 block; D = ATG4B inhibitor; E = MPTP block; F = GRIN3A LBD mod; G = HKDC1 inhibitor; H = PfGluPho inh
canonical_smiles: CCc1ccccc1NC(=O)CSc1nc2ccccc2n1CC(=O)N(C)C
  A: ·; B: ·; C: 8; D: -13; E: -0.2; F: -1; G: -8; H: -8
canonical_smiles: Cc1c(Cl)cccc1NC(=O)CCCn1cnc([N+](=O)[O-])n1
  A: -11; B: 5; C: 25; D: -5; E: 1.3; F: -3; G: -4; H: 4
canonical_smiles: CC(=O)NC(CCCN1C(=O)c2ccccc2C1=O)c1nnn(C)n1 (stereo unspecified)
  A: -8; B: 2; C: 24; D: 8; E: -2.0; F: -1; G: 16; H: -7
canonical_smiles: CC(C(=O)NCCc1nc2ccccc2[nH]1)n1cc([N+](=O)[O-])cn1 (stereo unspecified)
  A: 3; B: 11; C: 0; D: -11; E: -2.9; F: -1; G: -5; H: -6
canonical_smiles: O=C(CSc1nc2ccsc2c(=O)n1NC(=O)c1ccccc1)Nc1nccs1
  A: 14; B: 7; C: 19; D: 8; E: 0.3; F: -2; G: 9; H: -32
canonical_smiles: COc1ccccc1NC(=O)c1cnc2c(-c3ccccc3)c(C)nn2c1C
  A: -5; B: 1; C: 0; D: -8; E: 2.2; F: -2; G: -7; H: -3
canonical_smiles: CCOc1ccc(S(=O)(=O)N2CCCCC2)cc1NC(=O)CN1C(=O)NC(C)(c2ccc(C)cc2)C1=O (stereo unspecified)
  A: -3; B: -1; C: -34; D: -3; E: 0.5; F: -4; G: 8; H: 12
canonical_smiles: Cc1ccc(SCc2cc(=O)[nH]c(/N=C(\N)Nc3cccc4ccccc34)n2)cc1
  A: -6; B: 3; C: 8; D: -2; E: 3.9; F: -2; G: -10; H: -5
canonical_smiles: Cc1ccc(Cn2nnc3c(=O)[nH]c(C4CCN(C(=O)Cc5cccs5)CC4)nc32)cc1
  A: 6; B: 7; C: 21; D: 2; E: -1.9; F: -6; G: 4; H: -13
canonical_smiles: Cc1ccccc1N1CCN(S(=O)(=O)c2nnc(NC(=O)c3ccc(F)cc3)s2)CC1
  A: -4; B: -9; C: -173; D: 10; E: 23; F: 8; G: -4; H: -6
